Bioassay records (PubChem BioAssay)
GPR55 LPI antagonism = inhibition of LPI-stimulated GPR55 beta-arrestin translocation – imaging, U2OS, beta-arrestin-GFP, LPI agonist, primary screen (AID 2013) | inhibition, % at 10 µM, or IC50 in µM where a hit was titrated | U2OS GPR55 beta-arrestin-GFP translocation imaging, LPI antagonism; higher % means a stronger effect | hit rate 0.13% among 290,000;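 active means spots per cell inhibited over 60%, with over 100 cells counted and total cytoplasm intensity under 500,000; inconclusive means wells with under 100 cells, flagged as likely toxic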;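 further: U2OS cells stably carrying GPR55 and arrestin-GFP stimulated by 5 µM LPI near EC80; imaged beta-arrestin-GFP aggregate spots per cell after agonist stimulation; plate controls were LPI-stimulated DMSO wells for no effect and DMSO wells without LPI for full effect; some results filed as inactive read as strong as hits; confirmed hits need IC50 under 10 µM and bright autofluorescent wells are also inconclusive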
AID2073 = disruptors of CaV2.2 binding to Mint1 – biochemical, HTRF (AID 2073); HTRF protein-protein interaction, Mint1-CaV2.2; higher % means a stronger effect; hit rate 0.19% among 290,000; one-dose inhibition, % at 20 µM; IC50 in µM for titrated hits; in the data active means inhibition mostly above about 51%, no sharp cut-off; inconclusive means no clear call, values can overlap the other calls; inactive means mostly below about 53%; further: some results filed as inactive read as strong as hits
GPR35 antagonists = inhibition of zaprinast-stimulated GPR35 beta-arrestin translocation – imaging, U2OS, beta-arrestin-GFP, zaprinast agonist, primary screen (AID 2058) | U2OS GPR35 beta-arrestin-GFP translocation imaging, zaprinast antagonism; higher % means a stronger effect | inhibition, % at 10 µM, or IC50 in µM where a hit was titrated | hit rate 0.052% among 290,000;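 active means inhibition of at least 50% with at least 30 cells and total cytoplasm GFP at most 10,000,000; inconclusive means under 30 cells or total GFP of 10,000,000 plus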
Yfh1-off respiration = enhancers of respiration in Yfh1-depleted yeast, dose response, Friedreich's ataxia, plus single-dose screen (AID 1465) | hit rate 0.074% among 220,000 | S. cerevisiae Yfh1-off respiration, WST-1 reduction, 72 h; higher fold induction means a stronger effect | fold induction at 50 µM, or EC50 in µM where a hit was titrated;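 active means fold induction of absorbance versus untreated yeast above a set limit, then at least 30% activation at any dose in follow-up; inconclusive means repeats straddling the limit, or above it without dose testing; inactive means fold induction below the set limit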;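 further: activators that raise dye reduction in frataxin-depleted yeast; strong numbers were not always called active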
NTR1 ag = NTR1-driven beta-arrestin-GFP spot formation – imaging, U2OS cells, high content, primary screen (AID 493036). hit rate 0.17% among 330,000. activation, % at 20 µM. P30989. agonist mode;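 active means activation at or above 40% of the spot to cytoplasm intensity ratio, with at least 20 cells analyzed; inconclusive means wells under 20 cells, flagged as cytotoxic or low count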;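 further: 0% = DMSO without peptide and 100% = 100 nM NTR1 peptide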
Target sequence (P30989 whole entry, looked up): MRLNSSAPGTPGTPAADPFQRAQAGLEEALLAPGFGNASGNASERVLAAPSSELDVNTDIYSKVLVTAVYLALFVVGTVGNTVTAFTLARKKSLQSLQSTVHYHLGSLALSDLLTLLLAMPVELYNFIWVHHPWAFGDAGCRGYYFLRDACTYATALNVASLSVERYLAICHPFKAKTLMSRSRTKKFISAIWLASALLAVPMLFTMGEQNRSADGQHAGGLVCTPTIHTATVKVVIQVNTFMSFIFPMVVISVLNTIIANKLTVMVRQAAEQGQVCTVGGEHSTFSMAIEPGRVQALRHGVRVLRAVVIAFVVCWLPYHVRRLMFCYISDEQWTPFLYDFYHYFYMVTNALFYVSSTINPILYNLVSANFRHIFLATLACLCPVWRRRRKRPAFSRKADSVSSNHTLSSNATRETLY
NS5 inhibitors = Dengue-2 NS5 methyltransferase inhibitors, primary screen, biochemical, confirmation dose response (AID 588689); Dengue-2 NS5 methyltransferase capping enzyme assay, biochemical; higher % means a stronger effect; hit rate 0.3% among 340,000; inhibition, % at 25 µM, or IC50 in µM where a hit was titrated; in the data active means a potency from the dose series; inconclusive means inhibition above about 29% without an active follow-up result
GPR55 activation = GPR55 agonists via beta-arrestin recruitment, primary screen, imaging, U2OS cells, beta-arrestin-GFP redistribution (AID 1961) | U2OS GPR55 beta-arrestin-GFP redistribution imaging; higher % means a stronger effect | activation, % at 10 µM; hits with a dose series show EC50 in µM | hit rate 0.048% among 290,000;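 active means activation above 40% with more than 50 cells counted in the well; inconclusive means wells holding fewer than 50 cells, flagged as toxic or sparse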;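 further: U2OS osteosarcoma cells stably expressing GPR55 and beta-arrestin-GFP; plate controls were DMSO negative control for no effect and LPI positive control for full effect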
Rac1 GTP hydrolysis = MgcRacGAP GTPase-activating activity inhibitors, confirmation, biochemical, ADP Hunter fluorescence; MgcRacGAP-stimulated Rac1 GTP hydrolysis, ADP Hunter fluorescence; higher % means a stronger effect; GST-tagged Rac1 F28L mutant substrate; inhibition, % at 30 µM; hits with a dose series show IC50 in µM; hit rate 0.6% among 340,000; AID 624330;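 active means first-screen hits whose inhibition reached a set limit at any dose in the follow-up dose series; inconclusive means inhibition above the set first-screen limit but never retested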;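 further: fluorescence reports GDP produced by GAP-driven GTP hydrolysis; strong numbers were not always called active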
SV40 large T antigen = SV40 large T antigen inhibitors, biochemical (AID 1903) | SV40 large T antigen ATPase/helicase inhibition assay; higher % means a stronger effect | inhibition, % at 20 µM; hits with a dose series show IC50 in µM | hit rate 0.39% among 310,000; in the data active means a potency from the dose series; inconclusive means inhibition mostly from about 32% at the one dose, without a potency; inactive means the rest, 99 in 100 with inhibition below about 32%; further: strong numbers were not always called active
NTR1 ag cell count 20 µM = second read-out of NTR1 ag, no call of its own (marks repeat the call); cell count; measured here: cell count, cytotoxicity flag
NS5 inhibitors pilot replicate = also measured in NS5 inhibitors; calls as there; inhibition, %; measured here: pilot screen replicate inhibition
The depositor's hits bear a star; i = inactive; u = inconclusive; x = not tested or not shown.

SMILES	GPR55 LPI antagonism	AID2073	GPR35 antagonists	Yfh1-off respiration	NTR1 ag	NTR1 ag cell count 20 µM	NS5 inhibitors	GPR55 activation	Rac1 GTP hydrolysis	SV40 large T antigen	others
O=C1NC2(CCCCCC2)N=C1c1ccc(F)cc1	20%	3%	14%	i	-3.5	55	-6%	0.0%	4%	0%
Cc1cccc2cc(C(c3nnnn3CC3CCCO3)N3CCc4ccccc4C3)c(=O)[nH]c12 (stereo unspecified)	12%	36%	-5%	x	1.3	69	x	-0.1%	x	6%
Cc1cc2nc(-c3cccnc3SCC(=O)NC(C)C)[nH]c2cc1C	11%	11%	-6%	i	1.4	41	-5%	-0.2%	13%	11%
COCCNC(=O)c1cccc(C)c1[N+](=O)[O-]	5%	-4%	-6%	i	3.8	62	-4%	-0.3%	3%	12%
CC(NC(=O)c1cc2ccccc2oc1=O)c1ccc(O)cc1 (stereo unspecified)	-2%	9%	-3%	x	1.9	96	-1%	-0.1%	11%	29%
CN(C)c1ccc(C2N(c3ccc(Cl)cc3)C(=O)C3CCCN32)cc1 (stereo unspecified)	-9%	18%	-12%	i	4.2	65	-5%	-0.2%	5%	4%
CN(C)Cc1c(C(=O)N/N=C/c2ccccc2OCc2c(F)cccc2Cl)nnn1-c1nonc1N	-15%	18%	-10%	x	15	47	2%	0.2%	3%	7%
CCC(CC)NC(=O)Cn1c(C(C)NC(C)=O)nc2ccccc21 (stereo unspecified)	1%	9%	-3%	i	0.5	52	-13%	0.0%	5%	32%
CCc1ccc(NC2=CC(=O)CC(c3ccco3)C2)cc1 (stereo unspecified)	-5%	-8%	-10%	i	-0.5	84	-5%	-0.2%	4%	16%
Cc1cc(C)cc(NC(=O)c2ccc3nc[nH]c3c2)c1	1%	-2%	5%	i	-1.9	82	-9%	0.0%	2%	4%
Cc1cc(S(=O)(=O)N2CCCC2)c(C)s1	33%	8%	0%	i	0.3	77	4%	0.3%	7%	5%	NS5 inhibitors pilot replicate=-3.0
CC(=O)c1c(C)[nH]c(C(=O)Nc2ccc(C)cc2Br)c1C	8%	7%	-2%	x	2.3	58	0%	0.2%	-4%	6%
Cc1cc(C(=O)CSc2ncn[nH]2)c(C)n1-c1cccc(S(=O)(=O)N2CCOCC2)c1	14%	13%	-1%	i	1.2	46	0%	0.2%	-1%	9%
CCc1ccc(N2CC(C(=O)OCC(=O)NNC(=O)c3ccccc3)CC2=O)cc1 (stereo unspecified)	x	x	x	x	-0.2	70	-4%	x	1%	11%
CCc1noc(C)c1C(=O)Nc1ccc(C#N)cc1	x	x	x	x	-0.5	57	-1%	x	3%	24%
O=C(CCC1CC(=O)Nc2ccccc21)NCc1cccnc1 (stereo unspecified)	10%	12%	-12%	x	1.9	58	-1%	-0.2%	6%	0%
CC(=O)NC1(C(F)(F)F)NC(=O)N(CCc2ccccc2)C1=O (stereo unspecified)	-9%	6%	8%	x	1.3	85	-1%	-0.1%	14%	-2%
CC(Nc1ccc(F)cc1)=[N+](C)CCNS(=O)(=O)c1ccc(Cl)cc1	26%	-7%	6%	x	-0.2	63	10%	0.3%	5%	27%
Cc1ccc(NC(=O)COc2ccc(-n3cnnn3)cc2)cc1C	2%	27%	0%	i	0.1	34	0%	-0.3%	11%	6%
Cc1ccc(NS(=O)(=O)c2ccc(C)c(C(=O)N3CCOCC3)c2)cc1	-8%	9%	2%	x	1.3	70	-5%	-0.1%	-8%	0%
COc1ccc(Cl)cc1NC(=O)CN(C)S(=O)(=O)c1cccs1	0%	-2%	-8%	x	3.0	49	-8%	-0.2%	6%	5%
COc1cccc(NC(=S)N(Cc2ccc(C(=O)O)cc2)Cc2ccc(OC)c(OC)c2)c1	-2%	u	2%	i	0.0	47	-21%	0.5%	-42%	6%
CCC(CC)C(=O)Nc1nnc(S(=O)(=O)N2c3ccccc3CC2C)s1 (stereo unspecified)	9%	9%	3%	x	10	59	-1%	-0.1%	5%	x
O=C(CSc1nc(O)c(Cc2ccccc2)c(=O)[nH]1)N1CCOCC1	-1%	6%	-10%	i	2.0	66	0%	1.3%	-10%	7%
CCCCOC(=O)c1ccc(NC(=O)C(=O)NCC2CCCO2)cc1 (stereo unspecified)	-22%	-4%	-7%	i	0.2	67	-5%	-0.1%	5%	4%
Cc1ccc(-c2c[n+](CC(=O)c3cccs3)c3n2CCC3)cc1	-3%	-3%	5%	i	-1.0	46	0%	-0.1%	0%	5%
Cc1cc(Br)cc2c1NC(=O)C2(O)CC(=O)c1ccco1 (stereo unspecified)	19%	13%	8%	i	0.1	35	-11%	0.2%	9%	9%
CCN(CC)C(=O)CC(c1ccc(F)cc1)c1ccc(OC)cc1 (stereo unspecified)	-14%	-11%	8%	i	6.2	54	-1%	-0.2%	5%	24%
C=CCNC(=O)c1ccc2c(c1)nnn2C	-11%	3%	0%	i	0.5	73	-1%	-1.0%	6%	2%
O=c1[nH]c(CSc2ncnc3sccc23)nc2ccccc12	-8%	-6%	-11%	i	1.7	57	12%	0.0%	9%	10%
CC(C)CNC(=O)CCc1nc(-c2ccccc2)no1	10%	-12%	1%	i	1.3	50	8%	-0.2%	-2%	8%
COc1cc(NC(=O)c2cccnc2SC)cc(OC)c1OC	3%	-2%	2%	i	0.3	33	-1%	-0.3%	9%	1%
O=C(Nc1ccc(F)cc1)C1CCCN(c2cnccn2)C1 (stereo unspecified)	2%	19%	2%	x	2.1	62	-3%	-0.1%	3%	17%
Cc1cc(C)cc(C(=O)N(c2ccccn2)C(C)c2ccco2)c1 (stereo unspecified)	13%	4%	2%	i	1.4	96	-2%	-0.1%	1%	4%
CCOC(=O)C1CCCN(C(=O)/C=C/c2cccc([N+](=O)[O-])c2)C1 (stereo unspecified)	x	6%	11%	i	-0.1	67	-7%	-0.1%	6%	-1%
COc1ccc(NC(=O)CCOc2ccc(C)cc2)c(OC)c1	-19%	29%	-6%	x	0.8	59	-3%	-0.1%	12%	0%
Cc1ccc(CS(=O)(=O)c2nsc(C)c2C#N)cc1	2%	-4%	-4%	x	-0.5	62	-6%	-0.1%	4%	4%
CCCC(=O)Nc1nnc(SCC(=O)N2CCN(c3ccccc3)CC2)s1	2%	14%	-3%	i	0.1	51	1%	-0.3%	-12%	20%
O=C(CN1CCN(c2ccccc2F)CC1)c1c[nH]c2ccccc12	14%	-9%	-19%	x	-1.8	55	-4%	0.0%	-1%	2%
Cc1sc2ncn(CC(=O)NCc3ccco3)c(=O)c2c1-c1ccccc1	-4%	2%	1%	i	0.2	92	-6%	-0.1%	10%	7%
O=C(NC1CCCC1)C1CCCN1C(=O)Oc1ccccc1 (stereo unspecified)	-11%	11%	2%	i	-0.8	27	-3%	-0.6%	1%	11%
O=C(CCC(=O)Nc1ccccc1Cl)NNC(=S)Nc1ccccc1C(F)(F)F	14%	1%	3%	x	0.1	55	-3%	0.0%	5%	11%
Cc1ccc([N+](=O)[O-])cc1NC(=O)Cc1ccc(F)cc1	2%	50%	-28%	i	-0.3	62	-2%	1.0%	5%	8%
CC(C)NS(=O)(=O)c1ccc(OCC(=O)NCc2ccc3c(c2)OCO3)c(Cl)c1	-2%	-5%	0%	i	-0.6	57	-7%	-0.1%	5%	3%
CC(=O)c1cc2c(cc1N(C(=O)c1ccco1)C(C(=O)NC1CCCC1)c1ccccc1F)OCO2 (stereo unspecified)	-11%	3%	1%	x	-0.8	47	-6%	-0.2%	-2%	1%
CCc1ccc(C(=O)NC(=S)NCc2cccnc2)cc1	8%	-1%	9%	x	0.6	66	-2%	-0.1%	1%	26%
Cc1c(C(=O)N2CCCCCC2)nnn1-c1nonc1N	-8%	17%	-6%	i	0.0	51	3%	0.0%	8%	6%
C=CCNCCOCCSc1ccc(Cl)cc1	8%	-7%	21%	i	-0.3	56	-4%	-0.4%	30%	7%
O=C(NCC1CCCO1)C1CCC(=O)N1Cc1ccc(F)cc1 (stereo unspecified)	2%	5%	-6%	i	0.2	64	-3%	0.2%	0%	-1%
CCOc1ccc(NC(=O)C2CCN(S(C)(=O)=O)CC2)cc1	-19%	2%	9%	x	-1.0	57	-2%	2.3%	4%	8%
CC(C)C1N=C2c3ccccc3N=C(SCc3cc(=O)n4cc(Cl)ccc4n3)N2C1=O (stereo unspecified)	6%	4%	-13%	i	0.0	81	-2%	-0.1%	2%	0%
COc1ccc(C(=O)NCCn2cc(SCC(=O)Nc3cc(C)on3)c3ccccc32)cc1OC	-7%	9%	1%	i	-1.0	52	-1%	-0.1%	8%	2%
COC(=O)CSc1nc2c(cnn2-c2ccc(F)cc2)c(=O)[nH]1	7%	8%	-7%	x	3.1	44	-6%	0.3%	10%	16%
O=C(NCC1OCCCN1S(=O)(=O)c1cc(F)ccc1F)C(=O)NC1CCCCCC1 (stereo unspecified)	-7%	7%	0%	i	-1.9	94	0%	-0.3%	2%	-5%
CCc1ccccc1NC(=O)CC1S/C(=N\c2nccs2)N(CC)C1=O (stereo unspecified)	5%	4%	14%	i	-1.4	71	-3%	-0.3%	4%	8%	NS5 inhibitors pilot replicate=-6.4
CCOc1ccccc1CN1CCN(Cc2csc(C(C)=O)c2)CC1CCO (stereo unspecified)	3%	-2%	-1%	i	-0.1	72	-7%	-0.3%	10%	14%
O=C1C2CCCN2C(=O)N1CCN1CCN(c2ccccc2)CC1 (stereo unspecified)	5%	5%	-14%	i	-0.6	74	1%	0.0%	6%	7%
COc1ccc(NC(=O)c2nc3nccc(C)n3n2)cn1	-1%	-9%	1%	i	0.5	45	13%	-0.1%	7%	0%
COC(=O)c1c(C)[nH]c(C(=O)OC(C)C(=O)N2CCOCC2)c1C (stereo unspecified)	x	x	x	x	-0.4	51	1%	x	13%	24%
